Screening results (PubChem)
HP1b binding inh: HTS for Inhibitors of HP1-beta Chromodomain Interactions with Methylated Histone Tails; hit rate 0.56% among 390,000; Chromobox protein homolog 1 (Homo sapiens), P83916; Potency, µM (top dose mostly 114 µM), for inactives: top-dose activity change, negative = inhibition, usual class: inhibitors; AlphaScreen HP1-beta / biotin-H3K9me3 peptide binding; also: potency is read from the fitted curve at half-maximal effect; nearly all actives have a fitted effect of over 70% in size; inactives centre near 23
Target sequence (P83916 whole entry, looked up): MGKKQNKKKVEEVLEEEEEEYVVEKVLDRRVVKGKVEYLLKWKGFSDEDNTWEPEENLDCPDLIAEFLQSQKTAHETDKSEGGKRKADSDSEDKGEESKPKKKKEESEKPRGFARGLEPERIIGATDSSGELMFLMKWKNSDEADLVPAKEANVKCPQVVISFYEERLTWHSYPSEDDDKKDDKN
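HP1-beta protein (50 nM final) preincubated 30 min at room temperature with biotinylated H3(1-18)K9me3 peptide (50 nM) in PBS pH 7.4, 0.01% Tween-20, then compound added for 30 min. AlphaScreen streptavidin donor/nickel chelate acceptor beads (10 ug/mL final), 30 min dark, luminescence read.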
mIDH1 inhibitor: qHTS for Inhibitors of mutant isocitrate dehydrogenase 1 (IDH1): qHTS; Potency, µM (doses to about 76.6 µM), inactives show top-dose activity change, negative = inhibition, actives largely listed as inhibitors; IDH1-R132H enzyme, NADPH consumption, diaphorase/resazurin fluorescence; Isocitrate dehydrogenase [NADP] cytoplasmic (Homo sapiens), O75874; hit rate 0.093% among 390,000; also: potency is read from the fitted curve at half-maximal effect; % is scaled to controls: 0 for no effect and ±100 for the full control effect; nearly all actives have a fitted effect of over 65% in size
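IDH1-R132H (0.5 ug/mL) preincubated 30 min with compound, then NADPH (0.016 mM) and alpha-KG (2 mM) added; 80 min at RT, pH 7.5. Remaining NADPH coupled via diaphorase/resazurin to fluorescence (540/590 nm); concentration-response curves normalized to no-enzyme control.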
USP1-UAF1 inh: Inhibitors of USP1/UAF1: Primary Screen; Ubiquitin carboxyl-terminal hydrolase 1 (Homo sapiens), O94782; recombinant USP1/UAF1, Ub-Rhodamine cleavage fluorescence; Potency, µM (series often up to 57.1 µM), for inactives: top-dose activity change, negative = inhibition, most hits filed as inhibitors; hit rate 0.23% among 390,000; AID 743255, 2014; also: potency is read from the fitted curve at half-maximal effect; % is scaled to controls: 0 for no effect and ±100 for the full control effect; nearly all actives have a fitted effect of over 60% in size; inactives centre near -12
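High-throughput fluorogenic screen: 1nM USP1/UAF1 complex, Ub-Rho substrate 150nM final, 50mM HEPES pH 7.8 with 0.5mM EDTA, 0.1 mg/ml BSA, 1mM TCEP and 0.01% Tween-20.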
rTrxR1 inhibitor: qHTS Assay for Inhibitors of Mammalian Selenoprotein Thioredoxin Reductase 1 (TrxR1): qHTS; AID 588453, 2011; hit rate 1% among 390,000; recombinant rTrxR1, NADPH fluorescence consumption, selenite substrate; Potency, µM (series often up to 114 µM), for the others: at the top dose activity change, negative = inhibition, most hits filed as inhibitors; Thioredoxin reductase 1, cytoplasmic (Rattus norvegicus), O89049; also: potency is read from the fitted curve at half-maximal effect; % is scaled to controls: 0 for no effect and ±100 for the full control effect; nearly all actives have a fitted effect of over 65% in size
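Rat TrxR1 (90 nM in the dispensed reagent) was pre-reduced with 400 uM NADPH for 5 min at room temperature, then incubated with compound for 15 min. After 400 uM selenite was added, NADPH fluorescence (Ex 340/Em 450 nm) was followed for 8 min.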
TrxR1 substrate: qHTS Assay for Substrates of Mammalian Selenoprotein Thioredoxin Reductase 1 (TrxR1): qHTS | Thioredoxin reductase 1, cytoplasmic (Rattus norvegicus), O89049 | purified TrxR1 substrate turnover, NADPH consumption readout | Potency, µM (highest dose often 114 µM), without a hit: top-dose activity change, negative = substrate turnover | hit rate 0.01% among 390,000; also: potency is read from the fitted curve at half-maximal effect; % is scaled to controls: 0 for no effect and ±100 for the full control effect; nearly all actives have a fitted effect of over 50% in size
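Rat TrxR1, dispensed at 90 nM, was prereduced with 400 uM NADPH (final) for 5 min at ~22 deg C, then incubated with compound 15 min before 400 uM selenite. A first-read NADPH fluorescence drop versus no-compound background flagged substrates.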
PI4K2A block: qHTS for small molecular inhibitors of PI4K2A; Phosphatidylinositol 4-kinase type 2-alpha (Homo sapiens), Q9BTU6; purified PI4K2A, ADP-Glo luminescence, 1 h; active compounds read low; activity change, negative = inhibition, % at 76.9 µM; hit rate 0.13% among 420,000; AID 1346378, 2018; in the data active = activity change below about -50%; inconclusive = mostly about -30% to -49%;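 also: -100% = wells without enzyme as full effect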
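In this quantitative HTS, ADP production by PI4K2A was quantified luminescently after 1 h at ambient temperature; 100 microM adenosine served as plate-quality control.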
PGK inhibitor: qHTS Assay to Find Inhibitors of Phosphoglycerate Kinase; Phosphoglycerate kinase, glycosomal (Trypanosoma brucei brucei), P07378; AID 602233, 2012; hit rate 0.043% among 380,000; PGK/GAPDH coupled, Kinase-Glo luminescence, 60 min; Potency, µM (doses to about 57.5 µM), for the others: at the top dose activity change, negative = inhibition, actives largely listed as inhibitors; also: potency is read from the fitted curve at half-maximal effect; % is scaled to controls: 0 for no effect and ±100 for the full control effect; nearly all actives have a fitted effect of over 60% in size
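Luminescent ATP detection (Kinase-Glo Plus) follows a 60-minute room-temperature incubation, with wells lacking PGK as controls. Buffer: 100 mM TEA (pH 7.6), 5 mM MgCl2, 0.01% Tween-20. Coupling enzyme GAPDH (100 nM final) supplies unstable 1,3-BPG in-well.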
Pin1 inh: qHTS Assay to Find Inhibitors of Pin1. AID 504891, 2011. Peptidyl-prolyl cis-trans isomerase NIMA-interacting 1 (Homo sapiens), Q13526. hit rate 0.009% among 390,000. Potency, µM (titrated, usually from 115 µM), for inactives: at the top dose activity, negative = inhibition, actives largely listed as inhibitors. Pin1 FP peptide displacement, HiFluor488, 10 min; active = well fitted inhibition curve with a large enough effect in the polarisation, with a control signal flat, not every such curve was filed as active; inconclusive = small, poorly fitted or top-dose-only effect, or effect the other way, or a change in a side signal; inactive = no such curve, though single readings can be large or run the other way; the % refers to the polarisation; also: potency is read from the fitted curve at half-maximal effect; % is scaled to controls: 0 for no effect and ±100 for the full control effect
Target sequence (Q13526 whole entry, looked up): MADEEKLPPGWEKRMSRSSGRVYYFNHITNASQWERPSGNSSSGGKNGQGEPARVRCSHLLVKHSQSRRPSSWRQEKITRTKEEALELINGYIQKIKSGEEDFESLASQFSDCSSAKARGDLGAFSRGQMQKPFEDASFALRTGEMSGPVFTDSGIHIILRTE
GLS inhibitor: qHTS for Inhibitors of Glutaminase (GLS); Glutaminase kidney isoform, mitochondrial (Homo sapiens), O94925; GLS enzymatic activity, qHTS titration; Potency, µM (top dose mostly 45.5 µM), for inactives: top-dose activity change, negative = inhibition, most hits filed as inhibitors; hit rate 0.21% among 410,000; AID 624170, 2012; also: potency is read from the fitted curve at half-maximal effect; % is scaled to controls: 0 for no effect and ±100 for the full control effect
Target sequence (O94925 whole entry, looked up, canonical isoform): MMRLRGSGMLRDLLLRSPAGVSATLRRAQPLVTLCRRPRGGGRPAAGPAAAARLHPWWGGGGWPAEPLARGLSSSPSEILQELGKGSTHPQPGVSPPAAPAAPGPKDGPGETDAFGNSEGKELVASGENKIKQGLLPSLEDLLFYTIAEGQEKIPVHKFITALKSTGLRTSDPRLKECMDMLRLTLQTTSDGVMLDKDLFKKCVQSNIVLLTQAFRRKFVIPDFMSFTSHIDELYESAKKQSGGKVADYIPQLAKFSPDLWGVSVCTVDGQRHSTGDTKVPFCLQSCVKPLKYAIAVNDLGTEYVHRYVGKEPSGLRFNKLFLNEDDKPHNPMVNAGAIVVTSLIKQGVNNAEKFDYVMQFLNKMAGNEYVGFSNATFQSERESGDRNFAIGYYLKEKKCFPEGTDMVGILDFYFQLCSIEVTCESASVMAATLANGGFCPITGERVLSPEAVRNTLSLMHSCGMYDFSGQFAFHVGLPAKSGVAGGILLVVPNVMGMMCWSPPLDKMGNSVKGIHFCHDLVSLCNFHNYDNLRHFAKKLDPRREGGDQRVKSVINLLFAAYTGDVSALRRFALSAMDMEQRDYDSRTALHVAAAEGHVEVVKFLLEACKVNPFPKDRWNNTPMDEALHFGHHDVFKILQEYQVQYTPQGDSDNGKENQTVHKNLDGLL
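Assay buffer: 45 mM KH2PO4 pH 8.2, 0.02% Tween-20. hKGA acts on L-glutamine (1 mM solution added); product glutamate is reported by an oxidase/peroxidase Amplex Red coupling, with fluorescence taken at baseline and 30 min.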
The depositor's hits bear a star; i = inactive; ? = inconclusive; . = no result given; & = joins results of further samples; [ ] = remark or other dose. Unless noted, calls follow the shape of the dose curve; as a rule, active = well fitted curve in the direction sought with a large enough effect; inconclusive = small, poorly fitted or top-dose-only effect, or another doubt; inactive = no such curve, though single readings can be large; an effect the other way counts as inactive or inconclusive.

SMILES	HP1b binding inh	mIDH1 inhibitor	USP1-UAF1 inh	rTrxR1 inhibitor	TrxR1 substrate	PI4K2A block	PGK inhibitor	Pin1 inh	GLS inhibitor
O=C(CCc1ccccc1)Nc1cccc(-c2nnc(-c3ccco3)o2)c1	44.1%[activator]	5.2%	-19.7%	-4.6%	6.9%	2.5	-6.7%	27.0%	-17.3%
COc1ccccc1Nc1cc(C(=O)NC2CCCC2)c2ccccc2n1	21.9%&38.3%	0.0%&5.7%	-16.8%&-17.6%	-17.0%&-3.8%	22.8%&17.5%	2.0&0.5	3.5%	?	-10.3%&10.9%
CC(C)(C)c1ccc(C(=O)NNC(=O)C(=O)N2CCCCC2)cc1	36.2%[activator]	8.3%	-12.3%	11.2%	-7.6%	0.4	-1.1%	1.5%	-4.8%
Cn1c(=O)c(C(=O)NNC(=O)c2ccc(Br)cc2)c(O)c2ccccc21	59.8%[activator]	-0.8%	-4.4%	17.2%	1.7%	0.1	0.0%	13.4%	1.2%
CCc1ccc2c(c1)-c1ccccc1S(=O)(=O)N2CC(=O)N1CCCCC1	-1.1%	-7.7%	-1.4%	29.8%	15.6%	-0.3	i	-7.3%	-7.5%
CC(=O)Nc1ccc2nc(-c3ccncc3)[nH]c2c1	23.0%	3.7%	-11.5%	-15.7%	50.8%[activator]	-2.5	-0.7%	-0.2%	-12.2%
COc1cccc(OC)c1C(=O)Nc1nc2ccc([N+](=O)[O-])cc2s1	4.8%	4.2%	2.9%	15.6%[57.1 µM]	-3.3%[57.1 µM]	-2.4	-1.0%	7.0%	-1.7%
COc1ccccc1C1(CCNS(=O)(=O)c2ccc(C)cc2)CCOC(C(C)C)C1 (centres undefined)	23.1%	-1.6%	-10.1%	10.3%	-5.1%	-0.4	-0.7%	-0.2%	3.1%
CC[C@@]1(C(=O)OC)N[C@H](CN(C)S(=O)(=O)c2ccc(C(C)(C)C)cc2)[C@@H]2C(=O)N(C)C(=O)[C@@H]21	49.4%[activator]	4.3%	-28.0%	15.3%	2.8%	3.8	-4.2%	-1.7%	-5.1%
Cc1ccc(-c2nc(C#N)c(NCC3CCCO3)o2)cc1 (centres undefined)	-16.0%	9.4%	-10.7%	24.2%[57.1 µM]	86.2%[activator][57.1 µM]	-3.4	8.7%	-8.0%	?
CCCC(c1nnnn1Cc1ccc2c(c1)OCO2)N1CCC(C(N)=O)CC1 (centres undefined)	-18.5%	6.4%	-13.4%	11.7%[11.4 µM]	-24.6%[11.4 µM]	7.4	i	-2.6%	-5.4%
CCCCCC(=O)Nc1ccc(S(=O)(=O)Nc2cc(OC)nc(OC)n2)cc1	31.9%	6.6%	-16.0%	12.9%[57.1 µM]	-17.1%[57.1 µM]	6.5	i	1.4%	-8.3%
Cc1cc(S(=O)(=O)NCc2ccco2)c(C)cc1Cl	33.3%	0.4%	-23.2%	70.8µM*	-2.3%	-1.9	-4.7%	-10.3%	0.6%
CC(C)CNS(=O)(=O)c1ccc(CCC(=O)NCc2ccco2)cc1	17.7%	1.8%	-13.6%	-28.2%	7.7%	-0.6	4.9%	-4.6%	7.1%
Cc1ccc2oc(-c3ccc(C)c(NC(=O)/C=C/c4ccco4)c3)nc2c1	8.1%	15.0%	-19.2%	31.6µM*	2.6%	-4.9	1.2%	86.7%[activator]	3.0%
O=S(=O)(Nc1ccc(-c2ccc3nncn3n2)cc1)c1ccccc1F	39.6%[activator]	2.8%	-5.3%	-9.3%	-3.4%	-4.3	10.2%	-0.3%	5.5%
CS(=O)(=O)N1CCN(C(=O)c2ccc(-c3ccccc3)cc2)CC1	35.6%	3.6%	-14.1%	3.7%	1.6%	-8.7	1.6%	-7.1%	12.4%
Cc1nc(-c2cccnc2)sc1C(=O)N/N=C/c1ccccc1Cl	28.0%	9.5%	-7.0%	27.4%[57.1 µM]	-0.3%[57.1 µM]	-2.1	i	-3.4%	1.9%
Cc1ccccc1-n1nnnc1SCC(=O)Nc1ccc(N2CCN(C)CC2)cc1	38.4%[activator]	0.0%	-19.2%	13.0%	3.8%	-4.6	i	-1.5%	38.7%[activator]
Fc1ccc(Cn2nnnc2C(c2cccs2)N2CCN(C3CCCCC3)CC2)cc1 (centres undefined)	30.7%[activator]	12.0%	-19.7%	18.5%	-1.2%	6.9	-29.8%	7.9%	-16.6%
CCCCn1c(N)c(N(CCOC)C(=O)C2CCN(S(=O)(=O)c3ccc(C)c(C)c3)CC2)c(=O)[nH]c1=O	35.3%[activator]	-8.1%	-15.3%	19.8%	6.5%	3.3	-1.6%	-1.4%	3.7%
Cc1cccc(NC(=S)NCCSc2ccc(Cl)cc2)c1	42.9%[activator]	11.5%	-11.3%	23.2%[57.1 µM]	4.2%[57.1 µM]	8.9	-2.1%	?	-11.0%
Cc1ccc(NC(=O)c2cnc(SCC(=O)Nc3cc(C)on3)n(C)c2=O)cc1	26.3%	0.0%	-5.0%	13.3%[57.1 µM]	4.8%[57.1 µM]	-3.1	-3.5%	-0.2%	7.5%
Cc1ccc2c(c1)sc1nc(-c3cc4ccccc4oc3=O)cn12	25.4%	.	-15.7%	16.7%	2.0%	-4.3	.	-7.2%	2.2%
COc1ccc(-c2cc(C(F)(F)F)n3ncc(C(=O)NCC4CCCO4)c3n2)cc1OC (centres undefined)	19.0%	1.1%	28.9%	4.5%	-4.1%	-17.3	-6.2%	?	-0.4%
Cc1nnsc1SCCNC(=O)c1c(F)cccc1F	28.5%	0.8%	-19.7%	11.3%	4.4%	-5.1	-7.3%	-1.1%	6.2%
CC(C)c1ccc(CC(C)C2C3=C(CCCC3=O)OC3=C2C(=O)CCC3)cc1 (centres undefined)	21.2%	-0.7%	-14.5%	3.0%[57.1 µM]	1.6%[57.1 µM]	3.3	4.6%	4.3%	0.4%
COc1ccc(NC(=O)Cn2nc(C)c3ccccc3c2=O)cc1	24.5%	-6.5%	-23.9%	17.9%[2.29 µM]	3.8%[2.29 µM]	-0.4	-8.0%	-3.3%	2.6%
CCN(CC)CCCNC(=O)c1ccc2c(c1)NC(=O)C(CS(=O)(=O)Cc1ccc(F)cc1Cl)N2 (centres undefined)	10.9%	-19.0%	-3.4%	-0.1%[57.1 µM]	10.7%[57.1 µM]	-2.4	-3.2%	?	-10.5%
CCNCCNC(=O)c1c(O)c2cccc3c2n(c1=O)CCC3	56.6%[activator]	13.2%	-24.6%	-3.3%	8.8%	8.8	-5.3%	-12.5%	2.7%
Cc1cccc(NC(=O)C2CCN(c3nc4ccccc4[nH]3)CC2)c1C	19.1%[57 µM]	-3.8%	-27.3%	19.5%[57.1 µM]	6.0%[57.1 µM]	0.3	-8.5%	-8.4%	3.9%
CC1=C(C(=O)OCCOC(C)C)C(c2cc3c(cc2Br)OCO3)C2=C(CCCC2=O)N1 (centres undefined)	16.9%	0.7%	-1.0%	11.7%	13.3%	-8.1	.	-5.6%	15.8%
Cc1cc(C)cc(NC(=O)N2CCN(S(C)(=O)=O)CC2)c1	32.1%	1.1%	0.3%	3.2%[57.1 µM]	4.0%[57.1 µM]	-3.8	6.6%	-0.1%	10.7%
COc1ccc(NS(=O)(=O)c2c(F)cccc2F)cc1S(=O)(=O)N1CCOCC1	7.7%	-4.9%	-7.1%	?	-4.9%	2.8	-1.3%	-0.1%	1.1%
CC(C)CCn1c(N)c(S(=O)(=O)c2cccs2)c2nc3ccccc3nc21	38.0%[activator]	-7.1%	?	8.3%	143.1%[activator]	-1.2	-3.5%	55.2%[activator]	-4.2%
CSc1nc2ccc(NS(=O)(=O)c3cccc(Cl)c3Cl)cc2s1	9.5%	-4.0%	-25.1%	-15.9%	-10.3%	-3.0	-1.8%	8.4%	17.3%
Cc1cc(C)n(-c2ccc(F)cc2)c(=O)c1C#N	-0.1%	-7.3%	1.1%	10.7%[57.1 µM]	4.0%[57.1 µM]	-2.0	i	1.1%	-1.3%
C/C(=N\S(=O)(=O)c1ccc(C)cc1)N(C)C	0.3%	-3.4%	-12.6%	15.9%	2.8%	0.5	11.2%	-3.0%	9.2%
COc1cc(/C=C(/C#N)C(=O)NCCc2c[nH]c3ccccc23)ccc1OCc1ccccc1F	3.9%	15.8%	1.7%	32.1%	11.8%	0.5	-3.7%	-4.3%	2.1%

Some of the compounds tested; count on the stated rates, not on these rows.
